Screens: PubChem BioAssay, National Center for Advancing Translational Sciences (NCATS)
LDHA inh – blocks human lactate dehydrogenase A | purified LDHA, NADH/diaphorase-resazurin fluorescence; hits give low values | activity change, % (values are at about 110 or 230 µM) | hit rate 0.15% among 480,000 | AID 1347041; in the data active = activity change below about -30%; inconclusive = mostly about -25% to -30%;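 note: plate controls were DMSO wells for no effect and wells without enzyme for full effect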
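Human LDH5 at 2 nM final in Tris HCl pH 7.4 with 0.06 mM NADH and 0.2 mM pyruvate, reacted 5 minutes at room temperature. Remaining NADH coupled via diaphorase/resazurin; resorufin fluorescence read at 0 and 20 minutes, normalized to enzyme-free and DMSO wells.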
ALOX12 inh – blocks human arachidonate 12S-lipoxygenase; P18054; hit rate 1.1% among 580,000; AID 1671190; purified 12hLO, xylenol orange hydroperoxide absorbance; Potency, µM (top dose mostly 108 µM), without a hit: at the top dose activity change, negative = inhibition, hits mostly inhibitors; active = well fitted inhibition curve with a large enough effect; inconclusive = small, poorly fitted or top-dose-only effect, or another doubt; inactive = no such curve, though single readings can be large or run the other way; note: potency is the fitted concentration of half-maximal effect
Target sequence (P18054 whole entry, looked up): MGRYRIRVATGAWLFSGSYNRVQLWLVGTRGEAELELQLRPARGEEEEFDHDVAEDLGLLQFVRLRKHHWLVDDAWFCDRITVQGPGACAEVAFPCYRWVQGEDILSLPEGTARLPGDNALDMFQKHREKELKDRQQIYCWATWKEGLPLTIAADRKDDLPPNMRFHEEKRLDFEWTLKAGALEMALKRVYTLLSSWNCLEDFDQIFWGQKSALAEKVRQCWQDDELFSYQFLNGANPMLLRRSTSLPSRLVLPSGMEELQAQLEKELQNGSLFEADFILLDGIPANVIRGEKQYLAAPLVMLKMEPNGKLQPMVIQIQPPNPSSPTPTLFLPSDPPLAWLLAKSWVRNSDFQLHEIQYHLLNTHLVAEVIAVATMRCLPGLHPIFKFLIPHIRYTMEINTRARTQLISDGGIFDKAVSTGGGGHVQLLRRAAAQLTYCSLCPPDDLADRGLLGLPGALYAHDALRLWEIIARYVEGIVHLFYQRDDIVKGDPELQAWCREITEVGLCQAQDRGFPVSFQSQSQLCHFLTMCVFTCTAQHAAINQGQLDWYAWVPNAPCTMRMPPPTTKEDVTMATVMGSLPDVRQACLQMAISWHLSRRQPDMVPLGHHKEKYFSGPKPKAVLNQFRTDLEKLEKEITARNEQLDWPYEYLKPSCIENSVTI
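Hydroperoxide product was detected by ferrous iron/xylenol orange as the 573 to 405 nm absorbance ratio. Arachidonic acid at 40 uM (final) was turned over for 30 min at room temperature by 150 nM human 12hLO, pH 7.0 Hepes buffer, after 15 min compound preincubation.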
An asterisk follows results filed as active; ? = inconclusive; [ ] = remark or other dose. Unless noted, % is set by controls: 0 for no effect and ±100 for the full control effect. The list is partial. The share of hits here may be higher or lower than overall.

SMILES	LDHA inh	ALOX12 inh
Cc1ccc(C(=O)N/C(=C/c2ccccc2)C(=O)NC(CC(C)C)C(=O)O)cc1 (stereo unspecified)	4.6	-50.4%
COc1cc(NC(=O)Nc2nnc([C@H]3C[C@H](O)[C@@H](CO)O3)s2)cc(OC)c1OC	2.9	?
COCC(C)n1c(COc2ccccc2F)nnc1SCC(C)C (stereo unspecified)	-1.7	?
COCc1nn2c(c1-c1ccccc1)NC(=O)CC2C(=O)Nc1ccc(NC(C)=O)cc1 (stereo unspecified)	0.3	19.3%
CC(=O)c1cnn(-c2cc(Nc3ccc(F)c(F)c3)nc(C)n2)c1C	2.8	?
O=S(=O)(Nc1nc2ccccc2nc1Nc1ccc(Cl)cc1)c1ccc2c(c1)OCCO2	14.0	-21.8%
CC(C)Oc1ccc2ccccc2c1/C=C(\C#N)c1nc2ccccc2[nH]1	-30.4*	10.1%
CCCC(=O)NCCCCCCNC(=O)CCC	6.8	2.7%
COc1ccc(C(=O)c2c(N)c(C#N)c3n2CCCC3)cc1	2.0	-17.0%
CCNC(=O)C1CCCN(C(=O)c2c(-c3ccccc3)noc2C)CC1 (stereo unspecified)	-7.6	0.4%
CCc1c(C)nc(Nc2nc(C)c3cccc(OC)c3n2)[nH]c1=O	14.0	?
CCCCn1nnnc1C1(C)CCC(=O)N1CC(F)(F)F (stereo unspecified)	3.4	?
COc1cc(F)ccc1-c1csc(C(NC(C)=O)c2ccccc2)n1 (stereo unspecified)	-4.0	1.9%
CCCC(=O)N1CCC1(C)C(=O)Nc1ccc2nccnc2c1 (stereo unspecified)	-0.6	-50.4%
CCCc1cc(=O)oc2cc(OCC(=O)NCCCO)ccc12	-5.3	14.3%
O=C(Cn1ccc2ccc(Cl)cc21)N1CCCCCC1	2.3	2.5%
COC(=O)c1ccc(COC(=O)c2cc(-c3ccco3)nc3ccccc23)cc1	-2.2	7.08µM*
Cc1cc2ccccc2n1CC(=O)NC1CCN(CC(N)=O)CC1	1.0	-21.3%
CCOC(=O)[C@]12CCCC=C1N(Cc1cccc3ccccc13)C(=O)[C@H](CC(=O)NCc1cccc(C(F)(F)F)c1)C2	-3.8	-5.6%
CC(C)NC(=O)c1ccc(I)c(Br)c1	5.7	3.4%
CCOC(=O)C1=CCN(S(=O)(=O)c2cccc(Cl)c2)C1c1ccccc1 (stereo unspecified)	1.5	4.2%
Cc1cc(=O)n2c(C(=O)NCc3ccccc3)c(C(=O)Nc3cccc(C)c3C)sc2n1	11.8	-62.0%
Cc1c(C)c2ccc(OCC(=O)NCc3ccc(S(N)(=O)=O)cc3)c(C)c2oc1=O	1.6	?
COC(=O)C1(C(=O)OC)C[C@H](/C=C/c2ccccc2)N(Cc2ccccc2OC)[C@@H]1c1ccccc1	3.8	-1.7%
COc1ccc(C)cc1NC(=O)Cn1c(C(=O)c2cccc(F)c2)nc2ccccc21	-3.0	0.3%
O=C(/C=C/c1cccc(Cl)c1)OC1CCCCC1=O (stereo unspecified)	7.1	?
CC(=O)Nc1ccc(CNC(=O)Cc2c(Cl)cccc2Cl)cc1	4.0	-49.3%
COC1=CC(=O)OC(c2ccc(C(F)(F)F)cc2)C1 (stereo unspecified)	-10.1	49.8%[activator]
Cc1ccc(-c2cc(C(=O)NN=C3CCCC3)c3ccccc3n2)s1	0.5	0.7%
Cc1ccccc1OCC(O)CN(Cc1cccs1)C12CC3CC(CC(C3)C1)C2 (stereo unspecified)	-22.5	5.5%
Cc1ccc(NC(=O)CNc2nc(Nc3ccccc3)nc(Nc3ccccc3)n2)cc1C	-11.7	-3.4%
CC(C)c1ccc(C(=O)COC(=O)c2ccc(N3CCOCC3)nc2)cc1	-1.9	-35.7%
Cc1cccc(N(CC(=O)Nc2cccc3ccccc23)S(C)(=O)=O)c1C	10.5	-31.9%
O=C(O)c1ccccc1SCc1ccc(Cl)cc1	-4.9	-15.8%
CC(C)(C)c1ccc(CCNC(=O)C2CCCN(S(C)(=O)=O)C2)cc1 (stereo unspecified)	3.1	13.2%
O=C(Cn1cnc2ccc(Cl)cc2c1=O)N(C1CCCC1)C1CCS(=O)(=O)C1 (stereo unspecified)	5.6	-0.9%
N#Cc1cccc(-c2csc(C(O)c3ccc(F)cc3)n2)c1 (stereo unspecified)	0.0	-16.0%
Cc1ccc(-c2noc(COc3ccccc3C(=O)N3CCN(C(C)C)CC3)n2)cc1	-3.9	8.9%
CCc1ccc(OCC(=O)Nc2nonc2C)cc1	-2.8	-27.2%
CC(=O)N1CCC(C(=O)Nc2c(F)cc(F)cc2Br)CC1	-7.0	-27.5%

As a working copy, part of the list above.
SMILES	LDHA inh	ALOX12 inh
O=C(Cn1cnc2ccc(Cl)cc2c1=O)N(C1CCCC1)C1CCS(=O)(=O)C1 (stereo unspecified)	5.6	-0.9%
N#Cc1cccc(-c2csc(C(O)c3ccc(F)cc3)n2)c1 (stereo unspecified)	0.0	-16.0%
Cc1ccc(-c2noc(COc3ccccc3C(=O)N3CCN(C(C)C)CC3)n2)cc1	-3.9	8.9%
CCc1ccc(OCC(=O)Nc2nonc2C)cc1	-2.8	-27.2%
CC(=O)N1CCC(C(=O)Nc2c(F)cc(F)cc2Br)CC1	-7.0	-27.5%

Later entries:
SMILES	LDHA inh	ALOX12 inh
COc1cc2c(cc1OCc1ccccc1)/C(=C/C(=O)OCc1ccccc1)OC2	-0.5	-10.5%
NC(=O)c1cccc(NC(=O)c2cccc3cccnc23)c1	11.1	-20.1%
C(=N\Nc1nc(Nc2ccccc2)nc(N2CCCCC2)n1)/c1ccncc1	-10.7	24.4%
CCN(CC)c1c(C)nc2ccc(C(=O)N3CCN(C(=O)c4ccco4)CC3)cn12	0.9	0.3%
O=[N+]([O-])c1ccc(C(=C(c2ccccc2)c2ccccc2)c2ccc([N+](=O)[O-])cc2)cc1	-1.6	?
N#CC1CCN(C(=O)c2cc(=O)[nH]c3ccccc23)CC1	-7.6	-2.4%
CCC1(O)CC(C)N(C)CC1C (stereo unspecified)	5.5	-14.9%
CC(=O)c1cccc(-c2ccnc3c2CC(C(=O)Nc2cccnc2)O3)c1 (stereo unspecified)	-2.9	-4.0%
CC(c1nnc(-c2cccs2)o1)N(C)Cc1ccccc1F (stereo unspecified)	4.7	-4.7%
O=C(/C(=C\c1ccc(Cl)cc1Cl)c1nc2ccccc2o1)c1ccccc1	1.2	7.4%
COc1ccc(C(=O)Nc2c(C)cccc2C(C)C)cc1F	10.4	-21.3%
CC(NC(=O)COc1ncnc2ccc(Br)cc12)c1ccccc1 (stereo unspecified)	-1.5	1.0%
Cc1ccccc1C(=O)c1cc2ccccc2o1	7.4	-19.8%
COC(=O)COC(=O)c1sc(=S)n(C)c1C	3.9	20.5%
CCn1nc(C(=O)Nc2cc(OC)c(OC)c(OC)c2)c2ccccc2c1=O	-7.4	?
COc1ccc(-c2noc(-c3cccc(Br)c3)n2)cc1	-1.3	2.4%
O=C(NCc1ccco1)C1Cc2c(-c3ccccc3Oc3ccccc3)ccnc2O1 (stereo unspecified)	1.0	-9.2%
CCCc1cc(C(=O)N2CCCC2c2cccc(C)c2)no1 (stereo unspecified)	?	-1.5%
CCOC(=O)N1CCC(NC(=O)c2cc3cc(OC)ccc3[nH]2)CC1	8.8	-25.8%
O=C(NCc1ccccc1)c1cc(C2CCCN(C(=O)C3CCCCC3)C2)on1 (stereo unspecified)	-4.7	-27.2%
O=S(=O)(NCCCn1ccc2ccccc21)c1cccc(F)c1	-3.5	-30.2%
Cc1cccc(C)c1-n1nnnc1C1c2ccccc2C(=O)N1CCC(C)C (stereo unspecified)	5.4	?
Cc1nc2cc(NC(=O)c3cc(Cl)cc(Cl)c3)ccc2o1	5.2	-45.1%
Cc1cc(C)c(Sc2ccccc2-c2ccccc2)c(C)c1	-4.9	-23.0%
Cc1cnc2c(S(=O)(=O)N3CCN(C(C)CC#N)CC3)cccc2c1 (stereo unspecified)	1.0	28.2%
CCOC(=O)/C(C#N)=C/c1sccc1C	1.3	6.0%
Cn1nc(C(=O)Nc2cc(C(F)(F)F)ccc2N2CCOCC2)c2ccccc2c1=O	3.2	6.6%
Cc1nc(-c2ccncc2)sc1C(=O)O	-0.2	?
COc1ccc(NC(=O)Cn2ncc3ccc(OC)c(OC)c3c2=O)cc1Cl	4.2	18.9%
CC(NC(=O)c1ccccc1)C1CC2CCC1C2 (stereo unspecified)	1.8	-29.2%
COc1ccccc1C(=O)Oc1ccc(F)cc1C(=O)/C=C/c1ccccc1Cl	1.1	-7.2%
Cc1c(C#N)c(NC(=O)CN(CC(N)=O)C(C)C)n(Cc2ccco2)c1C	-1.2	-2.7%
COc1cc(Nc2nc3ccccc3nc2NS(=O)(=O)c2ccc(C)cc2)cc(OC)c1	3.5	-0.4%
CCCNC(=O)C1(C)CCCN(Cc2ccc3c(c2)OCO3)C1 (stereo unspecified)	-10.4	3.2%
Cc1cc(C)c(S(=O)(=O)N2C[C@H]3CON(C)[C@H]3C[C@H]2c2ccc(N3CCCCC3)cc2)c(C)c1	3.1	14.3%
Cc1cc(C)cc(OCc2cc(=O)n3nc(C)sc3n2)c1	-21.8	?
NC(=O)COc1ccc(/C(Cc2ccccc2)=N/O)c(O)c1	13.0	-10.5%
CCC(=O)Nc1ccc(S(=O)(=O)NCCn2nc(-c3ccccc3)ccc2=O)cc1	10.6	40.3%[activator]
CCCOc1ccccc1Oc1ncccc1CNC(=O)Nc1ccc2c(c1)OCCCO2	9.9	?
C/C(=N/NC(=O)c1ccc(C)cc1)C(C)(C)C	0.3	22.0%
Cc1ccc(S(=O)(=O)N2[C@H](CC(=O)OCc3ccccc3)OC[C@@H]2C)cc1	1.9	7.1%
Cc1ccc(C)n1-c1c(C(=O)NCCN2CCN(C)CC2)sc2ncccc12	-0.3	9.2%
CC(C)N1CCC1(C)C(=O)Nc1cccc(C#N)c1 (stereo unspecified)	-5.3	-1.3%
Cc1ccc(C)c(C(C)NC(=O)C2CCCCC2)c1 (stereo unspecified)	-2.8	48.4%[activator]
Cc1ccc(-c2csc(/C=C/c3cccc(O)c3)n2)cc1	7.0	7.08µM*
CCOc1ccc(N2CC(NC(=O)CC(C)(C)C)CC2=O)cc1 (stereo unspecified)	3.4	-1.7%
CC(Sc1nnc(N2CCOCC2)n1-c1ccccc1)C(=O)c1ccc(Br)cc1 (stereo unspecified)	-2.1	-16.5%
CCOC(=O)C1CCN(Cc2cc(=O)oc3cc(C)c(O)cc23)CC1	12.1	?
Cc1cc(C(C)(C)C)cc(C)c1S(=O)(=O)N1CCN(Cn2ncc3ccccc3c2=O)CC1	5.4	53.9%
O=C(OCC(=O)N1CCCC1=O)c1csc(NCc2ccccc2)n1	8.5	?
Cc1cc(=O)oc2cc(OCC(=O)c3cccc4ccccc34)ccc12	2.4	-6.3%
CCc1c(C(=O)/C=C/c2cccc(C#N)c2)oc2ccccc12	4.9	9.8%
COc1cccc(NC(=O)COc2ccc3c(C)cc(=O)oc3c2)c1	2.8	-9.0%
Cc1ccccc1OCCC(=O)OC(C)C(=O)Nc1ccc(S(N)(=O)=O)cc1 (stereo unspecified)	5.6	-21.6%
COc1ccc2c(c1OC)C(=O)OC2CC(=O)c1ccccc1 (stereo unspecified)	41.4	5.3%
O=C(NCCc1ccccn1)c1cc(F)cc(F)c1	3.5	20.8%
CC(=O)Nc1cccc(Oc2ccc3nnc(-c4ccc(Cl)cc4)n3n2)c1	7.8	-34.9%
COc1ccc(/C=C/c2ccccc2)cc1	5.9	27.0%
CCn1nc(C(=O)N(Cc2nc3ccccc3c(=O)[nH]2)C(C)C)c2ccccc2c1=O	-21.4	36.7%[activator]
Cc1cc(C)n(-c2nc3c(c(=O)n(C)c(=O)n3C)n2Cc2c(F)cccc2Cl)n1	-12.4	42.9%[activator]
Continuation.
SMILES	LDHA inh	ALOX12 inh
CC1(C)CC(=O)c2cc(C#N)c(=O)n(-c3cccc(F)c3)c2C1	-4.1	15.8%
COc1ccc(-c2c(C)oc3c(C)c(OCCN4CCC(C(N)=O)CC4)ccc3c2=O)cc1	-5.6	-39.4%
CSc1ccccc1-c1cnc(NC(C)=O)cn1	-5.3	2.7%
CC1C/C(=N/NC(=S)NC2CCCCC2)CC(C)(C)C1 (stereo unspecified)	-4.4	?
CCOc1ccccc1NS(=O)(=O)c1ccc(-c2cc(C(F)(F)F)on2)s1	9.2	-6.0%
COCC(C)Nc1nc(-c2ccsc2)nc2ccccc12 (stereo unspecified)	-4.8	7.5%
CC(C)NC(=O)C(Cc1ccccc1)NC(=O)c1ccccc1 (stereo unspecified)	-0.5	1.5%
c1ccc(CSc2ncn(-c3nc(N4CCCCC4)nc(N4CCCCC4)n3)n2)cc1	1.1	-1.7%

Quoted at random: seven records from the list.
SMILES	LDHA inh	ALOX12 inh
CCOc1ccccc1NS(=O)(=O)c1ccc(-c2cc(C(F)(F)F)on2)s1	9.2	-6.0%
c1ccc(CSc2ncn(-c3nc(N4CCCCC4)nc(N4CCCCC4)n3)n2)cc1	1.1	-1.7%
COCC(C)Nc1nc(-c2ccsc2)nc2ccccc12 (stereo unspecified)	-4.8	7.5%
CC1C/C(=N/NC(=S)NC2CCCCC2)CC(C)(C)C1 (stereo unspecified)	-4.4	?
CSc1ccccc1-c1cnc(NC(C)=O)cn1	-5.3	2.7%
CC1(C)CC(=O)c2cc(C#N)c(=O)n(-c3cccc(F)c3)c2C1	-4.1	15.8%
CC(C)NC(=O)C(Cc1ccccc1)NC(=O)c1ccccc1 (stereo unspecified)	-0.5	1.5%
